From PubChem BioAssay
DAX1 inh-1 – blocks DAX1 repression of SF-1 activated StAR promoter | HEK293T StAR-luciferase reporter, SF-1/DAX-1 repression relief | inhibition, % at 6.8 µM | hit rate 1.1% among 370,000 | AID 652010;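 active means inhibition above the mean over all tested compounds plus 3 SD, cut at about 3.6% in these data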;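 further: 0% = DAX-1 cells with DMSO and 100% = cells lacking DAX-1 with DMSO; higher inhibition means more luminescence from relief of DAX-1 repression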
HGIII-sPLA2 inh – Inhibits HGIII-sPLA2 liposome hydrolysis, primary screen | Q9NZ20 | QFRET BODIPY PC-A2 liposome hydrolysis, fluorescence | inhibition, % at 12.2 µM | hit rate 0.56% among 370,000 | AID 743126;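 active means inhibition above mean plus 3 SD of compounds lying within the high and low control bounds, cut at about 19% in these data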;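 further: 0% = median of test compound wells and 100% = no enzyme DMSO wells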
Target sequence (Q9NZ20 whole entry, looked up): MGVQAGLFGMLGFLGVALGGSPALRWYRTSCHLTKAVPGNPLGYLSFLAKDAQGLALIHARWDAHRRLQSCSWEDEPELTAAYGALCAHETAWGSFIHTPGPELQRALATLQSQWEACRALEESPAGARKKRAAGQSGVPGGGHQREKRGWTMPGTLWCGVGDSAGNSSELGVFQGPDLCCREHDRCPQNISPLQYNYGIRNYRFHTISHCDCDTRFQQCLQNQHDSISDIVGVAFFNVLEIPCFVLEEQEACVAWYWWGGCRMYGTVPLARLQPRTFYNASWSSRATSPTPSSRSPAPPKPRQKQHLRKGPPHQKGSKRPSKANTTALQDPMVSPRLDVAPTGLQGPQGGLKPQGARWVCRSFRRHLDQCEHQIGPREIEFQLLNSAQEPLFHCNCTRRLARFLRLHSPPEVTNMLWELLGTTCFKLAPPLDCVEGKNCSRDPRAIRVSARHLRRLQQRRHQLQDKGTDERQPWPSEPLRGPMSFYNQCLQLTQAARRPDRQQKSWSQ
ADAM10 inh – ADAM10 inhibition, QFRET primary screen; O14672; recombinant ADAM10, EDANS/DABCYL FRET peptide cleavage, 3 h; inhibition, % at 7 µM; hit rate 0.62% among 370,000;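 active means inhibition above a per-campaign cutoff equal to the mean of compounds falling between control-based bounds plus 3 SD, cut at about 20% in these data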;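 further: 0% = DMSO wells while the 100% control is not disclosed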
Target sequence (O14672 214-748 limits assumed): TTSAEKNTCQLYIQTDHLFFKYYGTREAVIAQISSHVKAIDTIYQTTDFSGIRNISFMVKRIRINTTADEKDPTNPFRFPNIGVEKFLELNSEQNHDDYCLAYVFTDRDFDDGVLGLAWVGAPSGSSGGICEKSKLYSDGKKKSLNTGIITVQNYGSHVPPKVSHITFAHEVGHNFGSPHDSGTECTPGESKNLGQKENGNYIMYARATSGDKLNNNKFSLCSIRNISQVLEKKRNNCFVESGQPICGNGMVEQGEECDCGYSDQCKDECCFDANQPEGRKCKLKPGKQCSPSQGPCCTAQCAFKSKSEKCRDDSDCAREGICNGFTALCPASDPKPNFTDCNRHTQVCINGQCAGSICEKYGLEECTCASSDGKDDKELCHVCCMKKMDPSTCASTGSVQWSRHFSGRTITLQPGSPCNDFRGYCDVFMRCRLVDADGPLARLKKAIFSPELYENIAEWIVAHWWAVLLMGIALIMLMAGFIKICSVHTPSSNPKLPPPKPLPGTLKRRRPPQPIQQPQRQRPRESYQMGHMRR
DAX1 inh-2 – NR0B1 (DAX1) inhibition; HEK293 Gal4-DAX1 luciferase reporter, luminescence; P51843; hit rate 0.99% among 340,000; AID 504766; inhibition, % at 6.75 µM;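 active means inhibition above the mean over all tested compounds plus 3 SD, cut at about 4.2% in these data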;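 further: 0% = DAX1-transfected cells with DMSO and 100% = empty-vector control cells with DMSO; inhibition shows as a rise in luminescence from relieved DAX1 repression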
hcDAF12 agonist – activates DAF-12 receptor from parasite H. contortus. HEK293 hcDAF-12 lit1-tk-luc reporter, luminescence; 0% DMSO, 100% Δ7-dafachronic acid. activation, % at 6.8 µM. hit rate 1.4% among 370,000. AID 652067;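 active means activation above the mean of all tested compounds plus 3 SD, cut at about 5.5% in these data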;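 further: 100% = response to 3 µM Δ7-dafachronic acid high control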
ssDAF12 agonist – S. stercoralis DAF-12 activation, primary screen; hit rate 1% among 370,000; HEK293 ssDAF-12/GRIP1 lit1-tk-luc reporter, luminescence; % of 3 µM dafachronic acid response; activation, % at 6.8 µM; AID 652126;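 active means activation above the mean over all tested compounds plus 3 SD, cut at about 0.9% in these data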;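 further: 0% = DMSO-only wells and 100% = 3 µM delta7-dafachronic acid wells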
PLC-gamma1 inh – inhibitors of human phospholipase C gamma1 | inhibition, % at 12.2 µM | hit rate 0.84% among 370,000 | purified PLC-gamma1, fluorogenic substrate, fluorescence | P19174 | AID 720700; in the data active means inhibition above about 9.5%
GAA850 FXN act – frataxin GAA850 promoter activation; hit rate 0.56% among 360,000; activation, % at 6 µM; HEK293 lucGAA850 FXN promoter luciferase reporter, 24 h; percent of 10 µM SAHA response;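 active means activation above the average of all compounds screened plus 3 SD, cutoff fixed separately per campaign, cut at about 7.5% in these data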;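 further: 0% = DMSO wells and 100% = 10 µM SAHA wells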
hgDAF-12 ag – activates the H. glycines DAF-12 receptor ligand-binding domain; hit rate 1.8% among 370,000; HEK293 GAL4-hgDAF12 UAS-luciferase reporter, agonist luminescence; normalized to butyrate control; activation, % at 6.8 µM; AID 687014;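 active means activation above a cutoff set at the mean of all screened compounds plus 3 SD, cut at about 10% in these data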;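 further: 0% = DMSO wells and 100% = sodium butyrate wells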
ADAM17 inh – ADAM17 inhibition, QFRET primary screen; P78536; recombinant ADAM17, EDANS/DABCYL FRET peptide cleavage; inhibition, % at 6.95 µM; hit rate 0.83% among 370,000;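 active means inhibition above the mean of compounds lying between control limits plus 3 SD, set per campaign, cut at about 8.5% in these data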;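 further: 0% = DMSO-only wells as the low control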
PLCb3 inh – inhibitors of human phospholipase C beta3. Purified PLC-beta3, fluorogenic substrate, fluorescence. hit rate 0.18% among 370,000. inhibition, % at 12.2 µM; in the data active means inhibition above about 11%;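 further: 0% = median of compound wells on plate and 100% = full blocker control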
Starred values were filed as active, the others as inactive; i = inactive; nt = not tested or not shown.

SMILES	DAX1 inh-1	HGIII-sPLA2 inh	ADAM10 inh	DAX1 inh-2	hcDAF12 agonist	ssDAF12 agonist	PLC-gamma1 inh	GAA850 FXN act	hgDAF-12 ag	ADAM17 inh	PLCb3 inh
COc1ccc(OC)c(NC(=O)CNC(=O)Cn2ccc3ccccc3c2=O)c1	-0.5	3	-6	-1.1	-0.6	-1.2	6	-2.0	-1.0	-2	7
c1ccc2c(c1)NC(c1ccncc1)n1c-2nc2ccccc21 (stereo not given)	0.2	1	i	0.6	-0.2	-1.2	i	2.0	5.7	i	i
O=C(c1ccc(S(=O)(=O)N2CCCC2)cc1)N1CCCCC1	-0.6	-1	-11	0.6	-1.2	-1.5	3	0.8	-1.8	1	-6
C[C@H](CO)N1C[C@H](C)[C@@H](CN(C)C(=O)Nc2ccc(C(F)(F)F)cc2)Oc2c(NC(=O)CCC(F)(F)F)cccc2C1=O	-0.4	-22	8	0.2	-2.5	-1.3	1	-0.7	-2.8	6	5
COc1ccc(CCNC(=O)c2ccc(C)s2)cc1OC	0.1	-1	3	0.8	-1.0	-1.6	-2	0.3	-1.8	-4	-10
Cc1cc(-c2cc(-c3ccc(Cl)cc3)nc(N)c2C#N)co1	-0.6	14	-421	0.1	-0.5	-1.6	-258	0.5	-0.8	-160	-309
COc1ccccc1N1CCN(/N=C\c2sccc2C)CC1	0.3	7	-1	-0.3	0.8	-0.7	0	3.2	4.0	1	4
O=C(NNC(=S)Nc1ccc(F)cc1)[C@H]1C[C@@H]1c1ccccc1	-0.1	24*	-1	nt	-1.1	-1.6	4	-0.3	0.1	2	-5
COc1ccc(-c2cc(C(=O)N3CCCc4ccccc43)no2)cc1OC	-1.6	-4	14	-0.6	-1.9	-1.4	6	0.3	-3.6	3	-7
CCOC(=O)Nc1ccccc1C(=O)Nc1cc(C)cc(C)c1	-0.9	-2	-13	-0.3	0.8	-2.0	-1	-2.1	-1.5	-8	-7
O=C(Nc1ccccc1)c1cc(C2CCCCN2S(=O)(=O)Cc2cccc(C(F)(F)F)c2)on1 (stereo not given)	0.8	-4	30*	nt	-1.9	-1.2	8	-0.6	-0.6	17*	7
O=C(N/N=C/c1c[nH]c2c1ccc1ccccc12)c1ccc([N+](=O)[O-])cc1	-0.1	1	8	1.5	-0.4	-0.6	6	1.3	0.5	6	7
CC1(C)CC(=O)C=C(c2ccc(-c3cccc(C(N)=O)c3)cc2)C1=O	-0.1	-10	-10	2.2	-0.6	-1.1	-2	3.1	6.6	-3	-2
Cc1[nH]c2ccc(C(=O)NCCCN3CCOCC3)cc2c1C	0.3	5	-4	0.2	-0.2	-1.7	-33	0.6	-1.0	0	-55
Cc1cccc(NC(=S)N2CCC(NC(=O)c3cccc(F)c3)CC2)c1	-0.3	7	0	-1.1	-0.1	-1.3	0	1.4	0.6	0	-4
O=C(Nc1nc2c(s1)CCCC2)c1ccc(Br)s1	0.6	-6	1	0.6	6.2*	-0.5	-47	0.2	9.6	5	-81
Cc1ccc(CC2CC(=O)N(c3ncccn3)C2=O)cc1 (stereo not given)	0.4	-1	6	0.8	0.2	-1.1	4	0.6	0.7	0	-7
Nc1nc(SCC(=O)Nc2ccccc2-c2ccccc2)n[nH]1	0.7	3	3	-1.3	-1.3	-1.6	-2	-1.8	0.5	-2	1
COc1ccc(S(=O)(=O)NC(=O)C2(C)CCN2C(=O)COc2ccc(Cl)cc2)cc1OC (stereo not given)	1.1	1	-5	nt	-1.6	-1.5	1	-1.7	-1.0	4	3
CCn1c(O)c(N=NC2=NC(=O)CS2)c2ccccc21	-0.3	-1	13	1.3	-1.4	-0.6	6	0.2	1.8	5	4
COc1ccc(-n2cnnc2SCc2csc(-c3ccccc3)n2)cc1	-0.7	-4	0	0.4	-1.8	-1.7	1	-0.3	0.1	0	3
CCCCCCCCN1C(=O)[C@@H](CC(=O)NCCCC)C[C@@]2(C(=O)OC)C1=C[C@H](COCc1ccccc1)O[C@@H]2C	-0.8	-9	8	nt	-1.1	-0.8	2	nt	-0.3	3	0
CCc1ccc(OCC(=O)NNC(=S)NC(=O)C2CC2)c(Br)c1	-2.1	11	7	-0.8	-0.1	-1.0	5	0.1	-0.2	-1	-10
CN(C)c1ccc(C2CC(=O)C=C(Nc3ccccc3N)C2)cc1 (stereo not given)	0.6	4	3	nt	2.5	-0.5	-20	0.6	9.8	0	-27
CSc1nc(C)cc(SCC(=O)Nc2ccc(Cl)cc2Cl)n1	-1.2	1	4	-0.7	-2.6	-1.3	4	-1.1	-2.7	1	2
Nc1[nH]c(C(=O)c2ccc(Br)cc2)c(-c2ccc(Br)cc2)c1C(=O)N1CCCCC1	nt	-6	-2	nt	-1.7	-0.8	-23	nt	1.5	-3	-35
COc1ccc(/C=N/NC(=S)Nc2c(C)n(C)n(-c3ccccc3)c2=O)cc1OC	0.1	1	-1	5.4*	-0.9	-1.3	3	-1.2	-0.2	-3	-3
Clc1ccc(OCc2cnc(Cl)s2)cc1	0.6	2	0	0.7	-1.1	-0.8	-2	1.3	3.1	-2	-1
CCC(C)N(C(=O)COC(=O)c1ccc(N)c([N+](=O)[O-])c1)C1CCS(=O)(=O)C1 (stereo not given)	0.0	5	-9	1.6	0.3	-1.6	1	0.8	-2.2	-3	3
Cc1cnc(NC(=O)C2(C)CCN2C(=O)C(C)C)s1 (stereo not given)	0.1	6	-17	nt	2.0	-1.2	1	0.0	3.5	-2	2

Fetched by structure from above, two records:
SMILES	DAX1 inh-1	HGIII-sPLA2 inh	ADAM10 inh	DAX1 inh-2	hcDAF12 agonist	ssDAF12 agonist	PLC-gamma1 inh	GAA850 FXN act	hgDAF-12 ag	ADAM17 inh	PLCb3 inh
O=C(c1ccc(S(=O)(=O)N2CCCC2)cc1)N1CCCCC1	-0.6	-1	-11	0.6	-1.2	-1.5	3	0.8	-1.8	1	-6
c1ccc2c(c1)NC(c1ccncc1)n1c-2nc2ccccc21 (stereo not given)	0.2	1	i	0.6	-0.2	-1.2	i	2.0	5.7	i	i

New compounds follow:
SMILES	DAX1 inh-1	HGIII-sPLA2 inh	ADAM10 inh	DAX1 inh-2	hcDAF12 agonist	ssDAF12 agonist	PLC-gamma1 inh	GAA850 FXN act	hgDAF-12 ag	ADAM17 inh	PLCb3 inh
O=C(Nc1ccccc1-c1nnn(CC(=O)N2CCOCC2)n1)c1ccc(F)cc1	-0.5	3	0	-2.1	-1.7	-2.1	0	1.0	2.1	-2	4
COC(=O)c1cc2occc2n1Cc1nc(-c2ccc(Cl)cc2)oc1C	0.8	7	-13	0.1	-1.6	-1.4	-4	2.9	-1.1	1	-9
COC(=O)CCN1CCN(S(=O)(=O)c2cccc(Br)c2)CC1	0.2	-2	0	-0.5	-1.6	-2.1	2	-0.4	0.2	0	-1
O=C1CN(C(=O)CSc2nc3ccccc3n2CCc2ccccc2)c2ccccc2N1	-0.8	-2	-1	-1.2	-0.5	-1.9	2	-0.2	6.0	-1	0
CCSc1nnc(NC(=O)CC)s1	0.2	0	-3	1.1	-1.9	-0.9	3	0.5	0.1	-1	3
CCCN(C(=O)c1cccs1)c1c(N)n(Cc2ccccc2)c(=O)[nH]c1=O	1.0	5	-3	-0.7	0.3	-0.8	0	-0.3	1.4	-5	-1
Cc1nn(C)cc1CNC(=O)c1ccccc1Br	-0.4	-1	-7	-0.2	-1.6	-0.8	4	0.5	1.0	-4	1
Cc1ccc(S(=O)(=O)CC(=O)N(C)C)cc1	-0.5	2	-1	0.6	-1.0	-1.1	2	2.0	0.7	-2	-2
COC(=O)Cc1ccc(OC2(C)CCN(Cc3csc4ccccc34)C2)cc1 (stereo not given)	-0.5	9	-14	nt	-1.3	-1.0	3	0.5	-1.4	1	0
O=C(CSc1ccccc1F)NC(=O)c1ccccc1Br	-0.5	6	-10	-0.7	-1.8	-1.1	-2	1.0	2.1	-3	2
CCCCN(C)CCCNC(=O)CN1C(=O)CSc2ccc(S(=O)(=O)N3CCOCC3)cc21	0.2	-1	1	-2.3	-1.9	-0.8	2	-0.2	-5.4	0	4
O=C(Nc1cccc(C(F)(F)F)c1)C(Sc1ncnc2ccccc12)c1ccccc1 (stereo not given)	0.5	0	0	1.1	3.5	-0.8	2	1.0	6.2	1	4
Cc1ccc(Cn2cccc(NC(=O)c3ccco3)c2=O)cc1	0.6	-6	-5	-0.1	0.8	-1.1	-25	3.1	2.7	-4	-29
CC(C)Cn1c(C(C)C)nc([N+](=O)[O-])c1S(=O)(=O)c1ccc(F)cc1	-1.4	-2	2	-2.8	-1.7	-1.9	4	-1.1	1.2	0	4
CCN(CC)CCNC(=O)c1c(O)c2cccc3c2n(c1=O)CCC3	0.3	-7	-39	1.2	-1.0	-0.8	-2	-0.6	0.1	-11	-5
CC1CCCN(C(=O)CSc2nnc3ccccn23)C1 (stereo not given)	1.2	8	-16	0.2	1.6	-0.6	-22	0.3	3.0	-5	-11
O=[N+]([O-])c1cccc(C2Nc3ccccc3CO2)c1 (stereo not given)	-0.2	3	-7	-0.5	1.2	-0.3	1	0.0	3.0	2	4
COc1ccccc1CNC(=O)C1(C)CCN1Cc1ccc2ccccc2c1 (stereo not given)	-1.1	-4	8	nt	-0.5	-1.3	-3	1.8	-5.2	2	1
COCCCn1c(SCCc2ccccc2)nc2cc(OC)c(OC)cc2c1=N	-1.4	-20	0	-3.0	-2.3	0.2	-2	-1.7	-2.9	5	2
Cc1cc(C)n2nc(SCC(=O)Nc3ccccc3F)nc2n1	0.8	15	-16	0.9	2.4	-1.3	5	-1.2	-3.7	-5	-2
CN(Cc1cccnc1)Cc1cn(C)nc1-c1cccc(Cl)c1	0.4	5	4	1.1	-0.5	-1.1	-1	0.7	4.9	-6	-6
COc1ccc(-n2c(C)nn(C)c2=O)cc1	0.7	-5	8	0.9	0.9	-0.8	9.9*	0.0	2.3	2	8
O=C(CCCC1=NS(=O)(=O)c2ccccc2N1)OCc1ccc(Cl)cc1	-0.7	-16	7	0.8	-3.0	-1.4	0	2.4	-2.4	0	-5
CCN(CC)CCC(c1ccc2c(c1)OCO2)c1c(OC)cc(OC)c2c(-c3ccccc3)cc(=O)oc12 (stereo not given)	-0.2	-8	-3	1.2	-2.3	-1.3	-14	-1.1	-3.2	-5	-24
O=C(NN1C(=O)c2ccc(-c3ccc4c(c3)C(=O)N(NC(=O)c3cccnc3)C4=O)cc2C1=O)c1cccnc1	0.1	1	-5	3.8	-0.4	-1.0	-3	-0.3	2.7	-3	-4
CC(C)=CCN1CCN(Cc2cccn2-c2ncccn2)CC1CCO (stereo not given)	1.7	3	-7	0.3	-0.2	-1.4	-7	0.1	3.6	-7	-14
COc1ccc2c(CN(C)c3ccccc3)cc(=O)oc2c1	0.1	-3	i	-0.1	2.8	0.0	-154	4.5	0.8	-276	-214
COc1ccc(Nc2nc(C)cc(C)n2)cc1Cl	0.5	-3	7	-1.3	0.1	-1.8	-2	0.7	0.1	-3	-3
O=C(CC1CC2CCC1C2)N1CCN(S(=O)(=O)c2ccc(F)cc2)CC1 (stereo not given)	-1.3	-18	-1	1.2	-2.4	-1.7	3	-1.9	1.1	0	-2
O=C(O)CC(=O)Nc1ccccc1C(=O)O	0.0	-6	-6	0.4	-1.8	-0.7	-1	-1.1	-1.0	-5	1
